ADAM10 inh: ADAM10 inhibition, QFRET primary screen; O14672; recombinant ADAM10, EDANS/DABCYL FRET peptide cleavage, 3 h; inhibition, % at 7 µM; 370,000 compounds, 0.62% hits; AID 720582;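 active = inhibition above a per-campaign cutoff equal to the mean of compounds falling between control-based bounds plus 3 SD, cut at about 20% in these data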;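 also: 0% = DMSO wells while the 100% control is not disclosed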
DAX1 inh-1: inhibits human nuclear receptor DAX1 | 340,000 compounds, 0.99% hits | AID 504766 | HEK293 Gal4-DAX1 luciferase reporter, luminescence | P51843 | inhibition, % at 6.75 µM;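 active = inhibition above the mean over all tested compounds plus 3 SD, cut at about 4.2% in these data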;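 also: 0% = DAX1-transfected cells with DMSO and 100% = empty-vector control cells with DMSO; inhibition shows as a rise in luminescence from relieved DAX1 repression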
Target sequence (P51843 207-470 limits assumed): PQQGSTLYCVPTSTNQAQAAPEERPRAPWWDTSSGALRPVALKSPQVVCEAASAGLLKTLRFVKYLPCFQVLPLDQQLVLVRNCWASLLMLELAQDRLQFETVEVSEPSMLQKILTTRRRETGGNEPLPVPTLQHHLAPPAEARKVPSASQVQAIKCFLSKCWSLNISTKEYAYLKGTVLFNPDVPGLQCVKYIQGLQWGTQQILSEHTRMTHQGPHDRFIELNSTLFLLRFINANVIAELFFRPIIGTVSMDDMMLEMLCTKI
ssDAF12 agonist: activates DAF-12 receptor from parasite S. stercoralis. AID 652126. 370,000 compounds, 1% hits. activation, % at 6.8 µM. HEK293 ssDAF-12/GRIP1 lit1-tk-luc reporter, luminescence; % of 3 µM dafachronic acid response;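 active = activation above the mean over all tested compounds plus 3 SD, cut at about 0.9% in these data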;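 also: 0% = DMSO-only wells and 100% = 3 µM delta7-dafachronic acid wells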
PG9 Ab binder: binds the HIV-1 gp120 antibody PG9. TR-FRET gp120-PG9 antibody binding. inhibition, % at 6.7 µM. 360,000 compounds, 0.43% hits. AID 624416; in the data active = inhibition above about 8.5%
hcDAF-12 act: activates DAF-12 receptor from parasite H. contortus. 370,000 compounds, 1.4% hits. AID 652067. HEK293 hcDAF-12 lit1-tk-luc reporter, luminescence; 0% DMSO, 100% Δ7-dafachronic acid. activation, % at 6.8 µM;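 active = activation above the mean of all tested compounds plus 3 SD, cut at about 5.5% in these data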;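 also: 100% = response to 3 µM Δ7-dafachronic acid high control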
DAX1 inh-2: DAX1 (NR0B1) inhibition, primary screen; HEK293T StAR-luciferase reporter, SF-1/DAX-1 repression relief; inhibition, % at 6.8 µM; 370,000 compounds, 1.1% hits; AID 652010;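 active = inhibition above the mean over all tested compounds plus 3 SD, cut at about 3.6% in these data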;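 also: 0% = DAX-1 cells with DMSO and 100% = cells lacking DAX-1 with DMSO; higher inhibition means more luminescence from relief of DAX-1 repression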
SMARCA2 act: activators of SMARCA2 function. MG213 cells, MMTV-luciferase reporter, dexamethasone, overnight. activation, % at 9.1 µM. 370,000 compounds, 1% hits; in the data active = activation above about 7.8%;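 also: 0% = vehicle wells and 100% = reference activator wells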
NPR1 activator: GC-A (human) enzyme activation; P16066; HEK293 GC-A cells, cGMP TR-FRET, EC30 ANP; 0% at EC30 ANP, 100% saturating ANP; activation, % at 10 µM; 370,000 compounds, 0.14% hits; AID 1671463; in the data active = activation above about 40%
hgDAF-12 ag: activates the H. glycines DAF-12 receptor ligand-binding domain; HEK293 GAL4-hgDAF12 UAS-luciferase reporter, agonist luminescence; normalized to butyrate control; activation, % at 6.8 µM; 370,000 compounds, 1.8% hits; AID 687014;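 active = activation above a cutoff set at the mean of all screened compounds plus 3 SD, cut at about 10% in these data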;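 also: 0% = DMSO wells and 100% = sodium butyrate wells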
GAA850 FXN act: activators of GAA850 frataxin (FXN) promoter | HEK293 lucGAA850 FXN promoter luciferase reporter, 24 h; percent of 10 µM SAHA response | activation, % at 6 µM | 360,000 compounds, 0.56% hits | AID 540364;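 active = activation above the average of all compounds screened plus 3 SD, cutoff fixed separately per campaign, cut at about 7.5% in these data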;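 also: 0% = DMSO wells and 100% = 10 µM SAHA wells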
ADAM17 inh: inhibits human ADAM17 | inhibition, % at 6.95 µM | P78536 | recombinant ADAM17, EDANS/DABCYL FRET peptide cleavage | 370,000 compounds, 0.83% hits;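 active = inhibition above the mean of compounds lying between control limits plus 3 SD, set per campaign, cut at about 8.5% in these data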;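 also: 0% = DMSO-only wells as the low control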
Target sequence (P78536 215-824 limits assumed): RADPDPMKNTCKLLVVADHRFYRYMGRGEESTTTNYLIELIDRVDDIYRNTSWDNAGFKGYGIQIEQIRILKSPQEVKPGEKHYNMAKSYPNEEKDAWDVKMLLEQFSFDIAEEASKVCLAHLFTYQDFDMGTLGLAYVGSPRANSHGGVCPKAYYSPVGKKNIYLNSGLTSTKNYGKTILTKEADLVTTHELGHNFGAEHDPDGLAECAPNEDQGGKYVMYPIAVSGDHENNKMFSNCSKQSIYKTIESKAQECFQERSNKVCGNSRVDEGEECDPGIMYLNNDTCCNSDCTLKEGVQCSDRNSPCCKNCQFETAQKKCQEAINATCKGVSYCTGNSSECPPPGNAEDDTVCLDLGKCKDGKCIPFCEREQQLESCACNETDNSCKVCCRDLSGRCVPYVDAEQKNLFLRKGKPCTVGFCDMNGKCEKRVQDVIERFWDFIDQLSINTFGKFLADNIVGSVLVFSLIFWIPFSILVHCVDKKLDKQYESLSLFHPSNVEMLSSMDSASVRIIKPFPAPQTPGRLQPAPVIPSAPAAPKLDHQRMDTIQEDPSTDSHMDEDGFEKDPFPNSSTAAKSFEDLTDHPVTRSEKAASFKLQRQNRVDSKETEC
* = called active by the depositor; i = inactive; · = no result given.

SMILES	ADAM10 inh	DAX1 inh-1	ssDAF12 agonist	PG9 Ab binder	hcDAF-12 act	DAX1 inh-2	SMARCA2 act	NPR1 activator	hgDAF-12 ag	GAA850 FXN act	ADAM17 inh
CCCn1c(SCC(=O)NC)nnc1C(C)C	-3.2	0.9	-1.4	-2.2	-1.4	1.0	-2.1	4.5	-0.2	0.4	-4.0
COc1ccc(CNC(=O)Cc2ccc(NC(=O)C3=C(C)OCCS3)cc2)cc1	8.8	-0.1	-0.4	-1.7	1.9	-2.3	3.7	-2.9	11.1*	-0.2	-1.2
Cc1nn2c(-c3ccc(F)cc3)ccnc2c1Cl	-6.0	0.8	-0.7	2.4	-0.8	0.1	-2.2	-0.4	-1.3	3.0	-3.3
O=C(CN(C1CCCCC1)S(=O)(=O)c1ccccc1)N1CCCC1	1.3	3.8	-1.4	0.5	-1.3	0.8	0.6	-16.0	-3.0	0.0	0.2
CCCCCCSc1nnc(N)s1	3.8	0.6	-1.2	-0.7	-0.6	0.2	1.1	1.5	0.5	1.8	4.0
CC(C)(C)OC(=O)N[C@@H](Cc1c[nH]c2ccccc12)c1nnc(SCC(N)=O)o1	-6.3	0.4	-1.6	2.8	-1.4	0.2	-0.1	-5.5	0.1	0.9	-3.3
COc1cc([C@@H]2c3cc4c(cc3[C@@H](O)[C@H]3COC(=O)[C@H]23)OCO4)cc(OC)c1O[Si](C)(C)C(C)(C)C	1.3	-1.9	-1.1	0.1	-1.1	-0.5	-1.7	-1.7	-3.1	-3.7	1.9
COc1ccc(-c2cc(C(=O)NNC(=S)NC(=O)c3c(-c4ccccc4)noc3C)[nH]n2)cc1	5.7	-1.5	-0.9	-0.1	-0.6	-0.5	-3.4	-3.5	-1.2	-2.2	0.3
Cc1ccc(S(=O)(=O)N(C)c2ccc(OCC(=O)OCc3c(C)noc3C)cc2)cc1	6.8	0.4	-0.8	-0.8	-0.9	0.7	-0.4	-3.3	-0.5	2.6	1.2
COCCN(CC(=O)Nc1ccccc1C(F)(F)F)C(=O)/C=C/c1cc(Cl)c2c(c1)OCO2	-97.8	-0.8	-1.6	-0.1	-0.9	-1.1	-3.6	-5.1	-2.8	0.5	-23.6

Another view of 8 compounds above:
smiles,ADAM10 inh,DAX1 inh-1,ssDAF12 agonist,PG9 Ab binder,hcDAF-12 act,DAX1 inh-2,SMARCA2 act,NPR1 activator,hgDAF-12 ag,GAA850 FXN act,ADAM17 inh
CCCn1c(SCC(=O)NC)nnc1C(C)C,-3.2,0.9,-1.4,-2.2,-1.4,1.0,-2.1,4.5,-0.2,0.4,-4.0
COc1ccc(CNC(=O)Cc2ccc(NC(=O)C3=C(C)OCCS3)cc2)cc1,8.8,-0.1,-0.4,-1.7,1.9,-2.3,3.7,-2.9,11.1*,-0.2,-1.2
Cc1nn2c(-c3ccc(F)cc3)ccnc2c1Cl,-6.0,0.8,-0.7,2.4,-0.8,0.1,-2.2,-0.4,-1.3,3.0,-3.3
O=C(CN(C1CCCCC1)S(=O)(=O)c1ccccc1)N1CCCC1,1.3,3.8,-1.4,0.5,-1.3,0.8,0.6,-16.0,-3.0,0.0,0.2
CCCCCCSc1nnc(N)s1,3.8,0.6,-1.2,-0.7,-0.6,0.2,1.1,1.5,0.5,1.8,4.0
CC(C)(C)OC(=O)N[C@@H](Cc1c[nH]c2ccccc12)c1nnc(SCC(N)=O)o1,-6.3,0.4,-1.6,2.8,-1.4,0.2,-0.1,-5.5,0.1,0.9,-3.3
COc1cc([C@@H]2c3cc4c(cc3[C@@H](O)[C@H]3COC(=O)[C@H]23)OCO4)cc(OC)c1O[Si](C)(C)C(C)(C)C,1.3,-1.9,-1.1,0.1,-1.1,-0.5,-1.7,-1.7,-3.1,-3.7,1.9
COc1ccc(-c2cc(C(=O)NNC(=S)NC(=O)c3c(-c4ccccc4)noc3C)[nH]n2)cc1,5.7,-1.5,-0.9,-0.1,-0.6,-0.5,-3.4,-3.5,-1.2,-2.2,0.3

(continued)
SMILES	ADAM10 inh	DAX1 inh-1	ssDAF12 agonist	PG9 Ab binder	hcDAF-12 act	DAX1 inh-2	SMARCA2 act	NPR1 activator	hgDAF-12 ag	GAA850 FXN act	ADAM17 inh
CC(=O)Nc1ccc(NC(=O)CCC(=O)Oc2ccc(C)cc2)cc1	-12.6	0.0	-1.5	-1.2	0.8	0.1	0.1	0.8	-1.9	1.3	0.5
O=C(Nc1ccccc1)c1nc[nH]c1C(=O)N1CCc2ccccc2C1	0.9	-1.1	-1.4	-2.2	-1.3	-0.5	-2.0	0.4	-1.4	0.0	2.0
CO/N=C/c1ccc(N2CCCC2)c([N+](=O)[O-])c1	-4.9	-0.4	-1.1	-3.0	-1.6	-1.8	-2.3	-1.8	3.1	-0.1	-3.4
O=C(Nc1ccccc1Cl)OCc1cncs1	-9.8	-0.2	-0.6	-0.2	-0.5	0.5	-0.4	4.1	4.7	0.9	-1.4
O=C(NC(Cc1ccccc1)C(=O)N1CCCCC1)c1ccccc1 (stereo not given)	2.1	-0.1	-0.7	1.3	-1.0	-0.5	-2.5	-6.7	-2.4	0.7	9.3*
CC1CCN(C(=O)c2ccc(CNS(=O)(=O)c3ccc(C(C)(C)C)cc3)cc2)CC1	6.6	0.3	-1.6	-2.4	-1.3	-1.0	-5.8	-5.6	-0.4	1.2	5.9
CC1(C)Cc2c(sc(NC(=O)Cc3ccccc3)c2C#N)C(C)(C)N1	-7.8	1.2	-1.1	0.4	-0.8	1.1	-1.3	12.3	0.4	-1.5	-2.6
N#Cc1c(N)n(CCNC(=O)c2cccs2)c2nc3ccccc3nc12	i	-0.7	-1.1	3.0	-2.3	-0.4	3.7	0.1	-3.5	1.2	i
COc1cc(NC(=O)c2ccccc2)c(C)cc1NC(=O)CSc1nnc(-c2ccco2)n1Cc1ccco1	-0.1	·	-1.0	·	1.0	0.0	-2.6	-2.7	-2.7	·	3.1
CC(=O)N1CCC(C(=O)Nc2cc(S(=O)(=O)N3CCCCC3)ccc2C)CC1	-0.7	-0.3	-0.4	2.0	-0.7	0.4	1.7	-1.6	2.0	-1.0	0.6
COc1ccc(C2=NOC(C(=O)Nc3ccc4c(c3)OCO4)C2)cc1OC (stereo not given)	-9.0	-0.2	-1.0	-1.4	-0.1	0.4	0.5	0.9	0.3	6.6	-1.4
CC(/C=N/NC(=O)Cn1cnc2c1c(=O)n(C)c(=O)n2C)=C\c1ccccc1	1.6	0.1	-1.4	-2.9	-3.0	0.0	0.5	-0.6	3.8	1.0	2.4
CCN(CC)CCOC(=O)c1ccc(NC(=O)c2cccc(C)c2[N+](=O)[O-])cc1	-3.4	0.1	-1.5	1.0	-2.8	0.1	0.3	1.0	0.1	1.3	-0.1
Cc1ccc(C(=O)NCC(=O)OC(C)C(=O)NC2CCCc3ccccc32)cc1 (stereo not given)	-2.9	0.2	-0.5	-0.1	-1.5	-1.0	-0.8	1.6	2.2	-0.3	1.3
Cc1ccc(CSc2nnc(-c3ccncc3)n2N)cc1	8.9	·	-1.5	-0.8	0.0	0.1	8.8*	-0.1	5.4	1.6	0.1
Cc1ccc(C(=O)Oc2ccccc2N2C(=O)C3C4CCC(C4)C3C2=O)cc1 (stereo not given)	8.7	1.3	-1.2	-0.4	1.2	0.4	-0.6	1.5	-1.8	-2.1	-0.7
Cn1c(=O)c2c(nc(N3CCCCCC3)n2CC(=O)c2ccccc2)n(C)c1=O	7.4	0.7	-0.5	1.0	-0.1	0.7	-1.0	-5.2	-2.8	-0.9	1.0
COCCNC(=S)N1CCN(c2ccc(Cl)cc2)CC1	-2.8	-0.8	-1.6	2.0	0.6	-0.2	-3.5	-3.7	-3.2	1.1	-2.1
OC(CCl)CCl	-2.2	·	-1.3	-2.2	-0.3	1.4	-4.8	3.6	2.1	·	-1.3
CC(C)Cn1cc(C(=O)NCCCN2CCCC2=O)c2c3ccccc3n(C)c2c1=O	i	1.2	-1.0	-1.4	0.7	-0.2	-0.9	-11.8	-0.6	0.1	-310.5
Cn1c(SC2CCCCC2=O)nnc1-c1ccncc1 (stereo not given)	4.2	0.4	-1.0	-3.0	-1.6	0.5	-2.6	1.0	-0.5	2.6	1.5
CCCCn1c(=N)n(CC(O)COc2ccc(C)cc2)c2ccccc21 (stereo not given)	-0.6	1.2	-1.5	-0.6	-1.5	-1.2	-4.2	-23.8	-0.6	-7.0	1.8
C=CCOc1ccc(CNCC2CCCO2)cc1 (stereo not given)	-5.3	0.2	-0.6	-1.6	-1.5	0.0	-1.8	4.2	3.2	0.2	1.1
C[C@@H]1CCCCO[C@@H](CN(C)C(=O)CCCN(C)C)[C@@H](C)CN([C@H](C)CO)C(=O)c2cc(NC(=O)CCC(F)(F)F)ccc2O1	-6.2	-1.2	-0.8	0.5	-0.4	0.6	-4.8	4.0	-2.2	1.5	-4.2
Cc1ccc(SC(C)c2nc(-c3cccnc3)no2)cc1 (stereo not given)	-9.4	-0.3	-1.2	1.6	-0.5	-0.7	1.2	2.4	2.0	0.3	-1.0
CCc1c(-c2ccc(Cl)cc2)ncn1Cc1cccc(-c2ccccc2)c1	18.0	·	-1.5	0.1	-1.4	-1.4	-4.7	14.7	3.3	·	11.7*
Cc1cc(/C=C2\SC(=S)NC2=O)c(C)n1-c1ccccc1	-2.0	·	1.6*	-1.5	13.4*	1.7	5.4	-5.7	7.5	5.2	0.1
O=C(NCc1cccc(C(F)(F)F)c1)c1csc(COCCO)n1	-10.2	·	-0.5	-0.5	0.1	-0.4	5.4	3.0	-2.9	2.5	-5.8
CC(=O)N1N=C(c2cccs2)CC1c1ccc(C)o1 (stereo not given)	-7.0	-2.0	-1.2	-0.4	-0.9	-0.6	0.0	-0.1	-2.0	2.4	-2.9
CC[C@H](C)Cc1cn([C@@H](CCCCN)C(=O)NCCCCCCCCCCC(=O)N2CCNCC2)nn1	-0.8	0.3	-0.8	-2.0	0.5	0.6	-0.3	4.1	3.3	-0.2	-3.5
Cn1nnc(NC(=S)NC(=O)/C=C/c2ccco2)n1	-0.8	0.2	-0.7	-3.2	1.1	0.2	-0.3	2.3	-0.2	0.2	-2.6
CNC(=O)/C=C/c1cccc(C(F)(F)F)c1	-12.0	0.8	-1.4	-4.0	-0.6	0.5	-3.2	0.7	-2.3	1.4	-4.9
CCC(C)(C(=O)Nc1ccc(OC)cc1)N(C)C(=O)Cn1nnnc1N (stereo not given)	12.2	1.5	-0.4	-0.9	0.1	1.6	-2.1	0.4	-0.8	0.1	-1.0
Cn1c(Cn2c(=O)sc3ccccc32)nnc1SCC(=O)NCc1ccccc1Cl	-7.1	2.6	-1.4	-0.5	-2.0	0.5	-0.9	3.4	0.9	0.2	0.2

Bioassay records (PubChem)
